NCI-60 one-dose screen, 48 h, at 10 µM unless noted. Numbers give growth in % (100 = growth as untreated, 0 = no growth, -100 = all killed).
HCC-2998: HCC-2998 colon cancer; hit rate 4.7% among 79,000; AID 1794799
HT29: HT29 colon cancer | hit rate 7.4% among 81,000
SNB-75: SNB-75 CNS cancer; AID 1794750; hit rate 5% among 79,000
NCI-H322M: NCI-H322M lung cancer; hit rate 2.7% among 80,000; AID 1794733
HCT-15: HCT-15 colon cancer; hit rate 5.2% among 82,000
SW-620: SW-620 colon cancer; hit rate 5.2% among 82,000; AID 1794795
HCT-116: HCT-116 colon cancer. hit rate 7.3% among 82,000. AID 1794798
COLO 205: COLO 205 colon cancer. hit rate 7.3% among 79,000
KM12: KM12 colon cancer cells; AID 1794800; hit rate 5% among 82,000
Numbers without * were called inactive; nt = not tested or not shown; & = joins results of further samples. How the source made its calls: active means growth percent below 10; inactive means the rest.

SMILES	HCC-2998	HT29	SNB-75	NCI-H322M	HCT-15	SW-620	HCT-116	COLO 205	KM12
CCN(CC)C(=O)c1ccc(NC(=S)NC(N)=S)cc1	116	91	58	100	94	100	104	101	105
Nc1cc2nonc2c2nonc12	105	103	104	95	98	103	102	116	97
COc1ccc(C2=C3CC[C@@H]4[C@H](CC[C@]5(C)C(=O)CC[C@@H]45)C3=CC3C(O)c4ccccc4N4C(=O)COC234)cc1 (stereo partly drawn)	107	97	69	104	94	102	87	107	94
CN1C2CCC1CC(O)C2 (stereo not drawn)	108	109	98	121	96	100	112	127	108
CC[C@H](C)[C@@H]1OC(=O)C(C)(C)[C@H](O)[C@H](Cc2ccccc2)OC(=O)[C@H](C(C)C)OC(=O)[C@@H](NC(=O)c2cccc(NC=O)c2O)[C@@H](C)OC1=O	nt	48	64	79	36	61	36	44	54
CCC(CC)CC1(C)CC2(C)CCOC2OO1 (stereo not drawn)	93	100	99	109	104	104	108	118	111
NC(N)=N/N=C/c1cccnc1	104	102	77	103	97	105	100	104	114
CC1=NNC(=O)C1Br (stereo not drawn)	110	101	79	108	107	98	107	111	107
CC1CCCCN1C(c1ccccc1)C(O)c1ccccc1 (stereo not drawn)	108	95	88	94	93	99	92	102	101
C1=C(N2CCOCC2)CCCC1	95	100	77	92	101	98	92	118	104
CC(C)=CC1C(C(=O)OC/C=C\c2ccc3c(c2)OCO3)C1(C)C (stereo not drawn)	102	98	100	98	97	94	102	nt	95
Oc1ccccc1Br	102	95	92	119	106	103	106	120	112
CCOC(=O)[C@@H](C)C[C@H](Cc1ccccc1)NC(=O)c1csc([C@@H](C[C@H](C(C)C)N(C)C(=O)[C@@H](NC(=O)[C@H]2CCCCN2C)C(C)(C)C)OC(C)=O)n1	-2.5*	0.3*	12	27	7.4*	26	2.4*	-76*	3.8*
O=C(N/N=C\c1ccc(N(CCCl)CCCl)cc1)c1cccc([N+](=O)[O-])c1	101	nt	60	121	99	100	97	102	94
CCC(c1ccc(OC)cc1)C(CN(CCCl)CCCl)c1ccc(OC)cc1 (stereo not drawn)	101	95	106	89	98	94	94	114	98

Of the compounds above, these contain nitrogen in an aromatic ring.
SMILES	HCC-2998	HT29	SNB-75	NCI-H322M	HCT-15	SW-620	HCT-116	COLO 205	KM12
Nc1cc2nonc2c2nonc12	105	103	104	95	98	103	102	116	97
NC(N)=N/N=C/c1cccnc1	104	102	77	103	97	105	100	104	114
CCOC(=O)[C@@H](C)C[C@H](Cc1ccccc1)NC(=O)c1csc([C@@H](C[C@H](C(C)C)N(C)C(=O)[C@@H](NC(=O)[C@H]2CCCCN2C)C(C)(C)C)OC(C)=O)n1	-2.5*	0.3*	12	27	7.4*	26	2.4*	-76*	3.8*

(cont.)
SMILES	HCC-2998	HT29	SNB-75	NCI-H322M	HCT-15	SW-620	HCT-116	COLO 205	KM12
CC1(C)[C@H](O)[C@H](F)C[C@@]2(C)Oc3ccc(C(=O)Nc4ccc5c(c4)NC(=O)C54CCN(CCCCC#N)CC4)cc3C[C@H]12	69	16	47	92	46	0.7*	18	-24*	22
COC(=O)C1C(C(=O)O)C2(Cl)C(Cl)=C(Cl)C1(Cl)C2(Cl)Cl (stereo not drawn)	107	102	99	115	101	101	101	109	95
COCCOCCOC(=O)CBr	106	103	99	97	108	107	104	104	99
O=C(O)C(Br)CBr (stereo not drawn)	nt	98	89	92	91	105	95	111	104
C#Cc1nc2ccccc2[se]1	101	111	103	102	100	92	98	108	100
Cc1c(C(=O)CN2CCCCC2)ccc(O)c1O	101	95	107	105	105	109	104	113	101
OC(c1cccc(Cl)c1)C(Cl)(Cl)Cl (stereo not drawn)	106	107	94	109	101	105	92	94	nt
Nc1nc(N)c2n[nH]nc2n1	125	105	79	90	105	103	105	125	109
CCN(CC)CCc1ccccn1	107	103	112	111	104	112	104	104	112
CCCCCCCCCCCCCCP(=O)(OC)OC	107	nt	98	101	103	102	99	104	96
CNc1cccc2ccccc12	103	113	93	94	105	95	93	108	95
C[C@]12CCc3nc(Nc4ccccc4F)sc3C1=CC[C@@H]1[C@@H]2CC[C@]2(C)C(=O)CC[C@@H]12	80	19	87	86	29	-13*	-22*	76	42
CCCCNCC(O)c1ccccc1 (stereo not drawn)	100	101	89	105	100	114	107	106	105
CCCC[C@H](NC(=O)[C@H]1CCCCN1C)C(=O)N(C)[C@H](C[C@@H](OC(C)=O)c1nc(C(=O)N[C@@H](Cc2ccccc2)C[C@H](C)C(=O)OCC)cs1)C(C)C	15	-16*	42	33	20	25	nt	-70*	13
CC(C)N(CC#CCO)CCO	106	106	85	100	100	102	115	120	116
N#CCc1ccc(CC#N)cc1	108	92	101	107	96	97	99	111	102
Oc1cccc2nc3ccccc3nc12	105	106	91	115	56	103	93	124	113
CCOC1=C2CCC3C4CCC(=O)C4(C)CCC3C2(C)CCC1=O (stereo not drawn)	126	98	80	96	110	121	103	133	124
CCOC(=O)c1cnc(SCc2ccc(Cl)c(Cl)c2)nc1N1CC1	52	31	43	70	34	34	23	68	51
CCC(CC)COC(=O)CI	99	109	90	100	91	86	94	109	98
O=S(=O)(Oc1ccc(Cl)cc1)c1ccc(Cl)cc1	104	118	117	108	104	103	96	129	106
N#C[Se]CC(=O)Nc1cccc(C(F)(F)F)c1	55	-32*	-23*	-20*	-85*	nt	-67*	-1.2*	41
CCOC(=O)CC(SP1(=S)OCC2(CCCCO2)C(C2CCCCO2)O1)C(=O)OCC (stereo not drawn)	107	110	103	98	104	111	108	97	102
FC(F)(F)c1cc(CN(CCCl)CCCl)cc(C(F)(F)F)c1	114	95	93	137	103	99	102	110	103
CC12C(C(=O)O)C1(c1ccccc1)C2C(=O)O (stereo not drawn)	107&102	104&108	91&94	98	101&96	101&104	107&112	105&112	99&104
CN(C)c1ccc(/C=N/N=C(/N)N[N+](=O)[O-])cc1	101	96	90	94	100	111	99	100	101
CCOP(=S)(Oc1ccc([N+](=O)[O-])cc1)c1ccccc1 (stereo not drawn)	100	99	nt	112	nt	93	96	107	89
CN(CCO)CCc1ccccc1	95	99	80	104	102	111	99	117	109
COc1cc2c(cc1OC)C13CC[N+]4([O-])CC5=CCOC6CC(=O)N2C1C6C5CC34 (stereo not drawn)	99	118	90	105	109	108	107	108	111
CC(C)(C)c1ccc(OP(=O)(Oc2ccccc2)Oc2ccccc2)cc1	nt	94	91	98	90	100	91	104	104
O=C1OCC2=C1C(c1ccccc1)c1cc3c(cc1N2)OCO3 (stereo not drawn)	3.2*	4.9*	46	47	11	28	4.5*	-66*	-32*
C[C@@H]1[C@H](c2ccccc2)OCN1C	95	105	103	86	98	107	101	120	101
COP(N)(=S)Oc1cc(Cl)c(Cl)cc1Cl (stereo not drawn)	100	114	84	102	109	103	106	116	103
CC(=O)Nc1nc2c(s1)C1=CC[C@H]3[C@@H]4CC[C@H](OC(C)=O)[C@@]4(C)CC[C@@H]3[C@@]1(C)CC2	94	27	0.4*	75	40	43	40	67	51
CNC(=O)Oc1cccc(N=CN(C)C)c1	109	103	96	103	97	97	103	114	103
CC(Cc1ccccc1)N(C)C (stereo not drawn)	97	98	87	105	99	102	103	118	107
O=[N+]([O-])c1ccc2c(c1)Cc1cc(N(CCCl)CCCl)ccc1-2	94	97	89	89	86	85	102	98	90
O=C1CC(O)CO1 (stereo not drawn)	103	106	93	121	98	97	100	111	102
CCN(CC)CCOC(=O)C(OCCOc1ccccc1)(c1ccccc1)c1ccccc1	84	46	76	91	71	76	63	78	86
COC(=O)CCc1c[nH]c2ccc(N(CCCl)CCCl)cc12	84	59	49	95	65	47	53	69	87
C/C1=C/C(=O)O[C@@H]2C[C@@H](CC[C@H](C)/C=C\C=C\CC1)O[C@@](O)([C@@H]1CSC(=O)N1CO)C2	35	8.8*	-42*	42	47	53	27	-55*	62
CC[C@H]1C2CC3[C@@H]4N(C)c5ccccc5[C@]45C[C@@H](C2C5O)N3[C@@H]1O (stereo partly drawn)	105	98	93	93	98	105	101	117	112
CCCCC1C(=O)NC(=O)NC1=O	100	117	88	114	107	104	98	109	106
CC1(C)N=C(N)N=C(N)N1c1ccc(OCCNS(=O)(=O)c2cccc(S(=O)(=O)F)c2)c(Cl)c1	104	92	87	101	93	99	108	112	95
CCOP(=O)(OCC)/C(C#N)=C/c1ccc(OC)cc1	109	111	nt	100	106	104	98	110	103
O=C(OC1CCCCC1)c1ccccc1C(=O)OC1CCCCC1	100	73&92	100&94	107&98	84&92	88&99	65&92	94&109	108&106
C=CCCC1(C(C)C)C(=O)NC(=S)NC1=O	98	96	98	nt	97	97	110	94	99
CC(C)(C)c1ccc(C(C)(C)OO)cc1	110	86	88	nt	106	112	109	121	105
COC(=O)c1ccc(-n2cc(CCCN(CCNc3ccnc4cc(Cl)ccc34)C(=O)CCC(=O)O[C@@H]3O[C@@H]4OC5(C)CC[C@H]6[C@H](C)CC[C@@H]([C@H]3C)[C@@]46OO5)nn2)cc1	50	5.9*	67	71	-4.9*	32	26	15	33
COC(=O)[C@@H](C)C[C@H](Cc1ccccc1)NC(=O)c1nc([C@@H](C[C@H](C(C)C)N(C)C(=O)[C@@H](NC(=O)[C@H]2CCCCN2C)C(C)C)OC(C)=O)sc1C(C)C	3.2*	1.5*	-0.5*	38	5.7*	25	-5.5*	-61*	1.8*
CCCCN(N=O)C(=O)OCC	125	107	89	108	104	102	103	113	105
COc1cc([C@@H]2c3cc4c(c(O)c3C[C@H]3COC(=O)[C@@H]32)OCO4)cc(OC)c1OC	-55*	13	24	22	10	16	-38*	-70*	0.4*
CN(CCCl)CC1OC(c2ccccc2)OC2C1OC1OC(C)(C)OC12 (stereo not drawn)	100	109	102	113	105	99	95	115	107
O=S(=O)(F)c1cccc(Cl)c1C[P+](c1ccccc1)(c1ccccc1)c1ccccc1	99	97	81	98	92	100	92	100	102
O=[N+]([O-])c1cc([N+](=O)[O-])c(Cl)cc1Cl	38	-53*	-98*	41	-58*	-77*	-99*	-76*	-81*
CN(C)c1ccc(N)cc1	106	37&102	63&83	111&95	84&106	66&99	15&117	43&103	35&107
CC1=C(CCCOC(=O)CN)C2=C(C)C3(CC3)[C@@](C)(O)C(=O)C2=C1	85	70	97	97	78	92	72	50	100
CC1CN1CCCCN1CC1C (stereo not drawn)	94	87	81	101	103	105	96	115	104
CC(C)=CC1C(C(=O)OCc2cccc(Oc3ccccc3)c2)C1(C)C (stereo not drawn)	95	86	115	97	99	95	85	101	97
N#CC(C#N)=Cc1cc(Cl)ccc1O	nt	96	91	81	87	82	74	90	90
Following part
SMILES	HCC-2998	HT29	SNB-75	NCI-H322M	HCT-15	SW-620	HCT-116	COLO 205	KM12
O=C(/C=C/c1ccc(F)cc1)c1nc2ccccc2n1Cc1ccc(F)cc1	-79*	-31*	21	40	-61*	nt	-57*	-32*	-4.8*
NNC(=O)Nc1nn[nH]n1	115	93	96	94	105	103	105	nt	103
O=C(CN1CCOCC1)c1ccccc1	98	103	84	95	103	112	104	116	107
CNC(=O)Oc1ccccc1OC(C)C	85&121	95	110&117	113&123	100&101	105	99&107	106&115	102&98
O=C(CCCc1ccc([N+](=O)[O-])cc1)Nc1cccc(S(=O)(=O)F)c1	98	93	78	94	94	103	93	105	96
CCC1(CC)C(=O)NC(=O)NC1=O	110	98	81	nt	97	102	102	113	103
CC1=C(C)CC2(CC1)C(=O)NC(=O)NC2=O	106&98	96&101	101&96	92	99&98	91&101	88&110	107&100	78&101
O=S(=O)(c1ccc(O)cc1)c1ccccc1O	nt	112	97	111	108	106	nt	112	107
C#CCN(C)C(C)Cc1ccccc1 (stereo not drawn)	117	101	93	96	83	97	102	nt	100
O=[As](O)(O)c1ccccc1[As](=O)(O)O	101	109	116	121	91	112	107	111	105
CN1C2CCC1CC(OC(=O)c1ccc(O)cc1)C2 (stereo not drawn)	113	103	100	126	107	127	104	nt	110
Cc1cc(NC(=O)NCCCOc2ccc(N3C(N)=NC(N)=NC3(C)C)cc2Cl)ccc1S(=O)(=O)F	7.8*	4.9*	53	54	90	18	18	28	21
O=P(O)(O)CO	110	107	83	109	99	98	107	111	104
NCC(O)c1ccc(O)cc1 (stereo not drawn)	106	109&109	103&105	91&102	104&109	114&105	106&109	116&123	107&110
CCCCOC(C(=O)OCCN(CC)CC)(c1ccccc1)c1ccccc1	95	65	83	97	82	84	72	96	93

Profiles, looked up by structure. Order of values: HCC-2998, HT29, SNB-75, NCI-H322M, HCT-15, SW-620, HCT-116, COLO 205, KM12
CC1=C(C)CC2(CC1)C(=O)NC(=O)NC2=O in the list: 106&98, 96&101, 101&96, 92, 99&98, 91&101, 88&110, 107&100, 78&101
NNC(=O)Nc1nn[nH]n1 in the list: 115, 93, 96, 94, 105, 103, 105, nt, 103
Cc1cc(NC(=O)NCCCOc2ccc(N3C(N)=NC(N)=NC3(C)C)cc2Cl)ccc1S(=O)(=O)F in the list: 7.8*, 4.9*, 53, 54, 90, 18, 18, 28, 21
O=C(CN1CCOCC1)c1ccccc1 in the list: 98, 103, 84, 95, 103, 112, 104, 116, 107
O=S(=O)(c1ccc(O)cc1)c1ccccc1O in the list: nt, 112, 97, 111, 108, 106, nt, 112, 107

The listing continues:
SMILES	HCC-2998	HT29	SNB-75	NCI-H322M	HCT-15	SW-620	HCT-116	COLO 205	KM12
CCN(CC)CCSC(=O)C(O)(c1ccccc1)c1ccccc1	nt	94	107	101	88	101	100	105	103
CC1C(c2ccccc2)N1C (stereo not drawn)	107	106	105	98	110	106	95	100	96
N#CC(C#N)=Cc1ccc(F)cc1	109	107	nt	103	105	103	110	113	109
O=C1C(Br)=C(Br)C(=O)C1(Br)Br	108	100	85	95	99	105	106	94	104
O=C(Nc1ccccc1)C(Cl)(Cl)Cl	108	109	97	105	111	96	111	108	110
O=C(O)c1c(Cl)c(Cl)c(Cl)c(Cl)c1-c1c2cc(Br)c(=O)c(Br)c-2oc2c(Br)c(O)c(Br)cc12	104	108	79	107	103	100	101	109	100
CC(C)(O)C(Cl)(Cl)Cl	103	112	104	104	105	103	105	135	112
NCCc1nc2ccccc2[nH]1	105	102	81	106	103	98	102	114	105

The list is partial; rates above refer to the full screens.
